# High-throughput results as filed in PubChem BioAssay.
# ARNT-TACC3 inh: ARNT/TACC3 interaction disruption; 390,000 tested, 0.66% active; AlphaScreen His-ARNT PAS-B/GST-TACC3 binding, luminescence; TACC3 fragment carries E629A point mutation; inhibition, % at 9.99 µM; Q9Y6A5; AID 623870;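 active = mean inhibition of replicates at least 50% and at least half of replicates each reaching 50%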;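 note: 0% = complete ARNT plus TACC3 wells and 100% = ARNT alone without TACC3; many hits fall short of the cut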
# GSIS activator: GLuc luminescence reporter in INS-1E cells, primary screen for activators of glucose-dependent secretion of insulin. activation, % at 16.6 µM. INS-1E GLuc reporter insulin secretion, 2-3 h. 370,000 tested, 0.61% active;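 active = lowest replicate activation of at least 40%, so every replicate reaches that level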;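 note: 0% = median of neutral control wells and 100% = median of IBMX positive control wells; some compounds called inactive have numbers as strong as hits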
# XiGFP reactiv: reactivates the inactive X chromosome in mouse fibroblasts | XiGFP mouse fibroblasts, % GFP-positive cells imaging, 3 d; cells co-treated with 5-aza-dC sensitizer; scaled so ellipticine positive control = 100% | activation, % at 7.58 µM | 360,000 tested, 0.055% active;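 active = mean normalized replicate activation at least 10% and every replicate at or above 10%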;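 note: 0% = median of on-plate neutral control wells and 100% = ellipticine 6 µM median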
#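 System: 68-5-11 XiGFP fibroblast line | Buffer or medium: DMEM containing 5-aza-dC | Compound: Single point | Times: Compounds 3 days, fix/stain 15 min at room temperature | Benchmarks: Positive control ellipticine, 6 µM final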
# RAD52 anneal inh: inhibitors of human RAD52 DNA annealing; recombinant RAD52 DNA annealing, FRET fluorescence; inhibition, % at 18.7 µM; 360,000 tested, 0.46% active; AID 651710;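 active = every replicate showing at least 50% inhibition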
# esBAF inh: SWI/SNF esBAF complex inhibition; mouse ES cells, Bmi1-luciferase knock-in reporter, 24 h; 100% = twice the neutral-well signal; reporter increase, % at 12.5 µM; 350,000 tested, 2% active; AID 602393; in the data active = activation above about 40%;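 note: 0% = median of the plate's neutral control wells and 100% = double that signal; a rise in the Bmi1 reporter signal indicates esBAF inhibition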
# ERAP1 HTS inh: inhibitors of human ERAP1 aminopeptidase; Q9NZ08; recombinant ERAP1, Leu-AMC fluorescence, 60 min; inhibition, % at 10.7 µM; 340,000 tested, 0.15% active;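 active = mean replicate inhibition of at least 30%, or all replicates individually reaching that 30% level; inactive = mean below 30% and not every replicate reaching it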;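 note: 0% = neutral control wells and 100% = L-leucinethiol positive control wells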
# RAD54 branch: blocks human RAD54 Holliday junction branch migration. 360,000 tested, 0.14% active. Q92698. inhibition, % at 10.4 µM. FAM/BHQ fluorescence;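 active = mean normalized replicate activity at least 40 and at least half of replicates scoring 40 or more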;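 note: 0% = median of neutral control wells and 100% = median of positive control wells; inhibitors cause a drop in the FAM fluorescence signal; in these data hits start at about 50%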
# Target sequence (Q92698 whole entry, looked up): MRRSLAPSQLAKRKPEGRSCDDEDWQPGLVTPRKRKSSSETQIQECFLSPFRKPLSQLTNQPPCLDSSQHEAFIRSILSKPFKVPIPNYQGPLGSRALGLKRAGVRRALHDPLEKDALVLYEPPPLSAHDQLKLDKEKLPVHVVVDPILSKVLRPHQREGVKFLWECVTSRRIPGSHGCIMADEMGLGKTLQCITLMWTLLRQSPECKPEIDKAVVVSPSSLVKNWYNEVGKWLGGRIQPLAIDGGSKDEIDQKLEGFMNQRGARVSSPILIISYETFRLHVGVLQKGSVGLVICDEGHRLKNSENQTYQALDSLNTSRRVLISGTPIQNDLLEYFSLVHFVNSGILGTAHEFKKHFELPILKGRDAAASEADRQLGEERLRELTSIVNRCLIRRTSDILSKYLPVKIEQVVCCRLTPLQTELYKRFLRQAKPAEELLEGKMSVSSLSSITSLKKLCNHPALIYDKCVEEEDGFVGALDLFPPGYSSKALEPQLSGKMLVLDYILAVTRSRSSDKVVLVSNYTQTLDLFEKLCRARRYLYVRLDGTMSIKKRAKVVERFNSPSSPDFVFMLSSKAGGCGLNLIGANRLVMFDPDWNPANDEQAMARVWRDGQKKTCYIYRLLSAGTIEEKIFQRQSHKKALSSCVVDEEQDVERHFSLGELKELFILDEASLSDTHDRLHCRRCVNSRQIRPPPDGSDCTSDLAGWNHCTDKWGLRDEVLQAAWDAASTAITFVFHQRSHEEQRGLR
# CFTR F508del cor: correctors of CFTR F508del function in bronchial epithelial cells. 350,000 tested, 0.36% active. activity (quench increase), % at 7.58 µM. CFBE cells, YFP halide quenching; stimulated with forskolin plus potentiator P3; % fluorescence drop versus neutral controls;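 active = mean added fluorescence quench of at least 8% versus neutral control, with both replicates also reaching 8%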;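 note: cells transiently co-express mutant CFTR-F508del with the halide-sensitive YFP; corrector assay measuring rescue of mutant channel to the surface after 24 h compound exposure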
# * = called active by the depositor; . = not tested or not shown.
# Each structure is followed by: ARNT-TACC3 inh	XiGFP reactiv	esBAF inh	RAD54 branch	RAD52 anneal inh	ERAP1 HTS inh	CFTR F508del cor	GSIS activator
- C[C@@H]1CN([C@H](C)CO)C(=O)Cc2cc(NS(=O)(=O)c3cccs3)ccc2O[C@H]1CN(C)C(=O)Nc1cccc2ccccc12
  5	0.1	4	-5	.	.	-0.8	4
- COc1ccc(C(CC(=O)N2CCCCC2)c2c(OC)cc(OC)c3ccc(=O)oc23)cc1 (stereo unspecified)
  -2	0.0	-1	1	-19	-4	-2.9	1
- CC1SC2(NC1=O)C1CC3CC(C1)CC2C3 (stereo unspecified)
  -8	-0.8	.	.	-11	3	-1.3	15
- Cc1cccc(NC(=O)C2CCCN(S(=O)(=O)c3cccc4nsnc34)C2)c1 (stereo unspecified)
  -1	.	5	-10	-126	-1	1.7	-11
- COc1ccc(CC(=O)NCC2CCN(C(=O)C(=O)c3cc4ccccc4o3)CC2)cc1
  .	0.0	.	.	-17	-1	-1.6	-2
- CCOC(=O)N1CCN(C(=O)CCn2c(=O)[nH]c3ccsc3c2=O)CC1
  -7	0.3	-5	-5	-9	.	-5.1	3
- Cc1c(C(=O)N2CCN(c3ccccc3)CC2)oc2c1C(=O)CC(C)(C)C2
  0	0.0	.	1	7	5	-0.2	-5
- CCOc1ccc(-c2ccc(SCc3ccccn3)nn2)cc1
  -1	0.1	.	.	2	3	-1.4	2
- Cc1ccc(CN(C)C[C@H]2OCc3cn(nn3)CCCC(=O)N([C@@H](C)CO)C[C@@H]2C)cc1
  -10	0.0	1	2	6	2	-0.9	11
- O=C(Nc1ccc(F)cc1)c1cnccn1
  .	0.0	6	-7	5	-3	4.2	3
- O=C(c1ccco1)N1CCN(c2nc3ccsc3c(=O)s2)CC1
  -3	0.2	39	5	-19	5	0.5	-9
- Cc1cc(C)cc(SCc2noc(C(=O)NCc3ccccc3)c2C(=O)NCc2ccccc2)c1
  -5	0.0	-2	-1	.	.	-0.5	-3
- COc1ccc(CCN2CC(C(=O)O)CC2=O)cc1 (stereo unspecified)
  -3	.	2	2	.	.	.	10
- COc1ccc(F)cc1S(=O)(=O)N1CCCCC1
  -12	-0.2	-1	.	-9	-4	0.2	0
- COc1ccc(C(=O)/C(=C\N(C)C)n2nc(C)cc2C)cc1
  3	0.0	.	.	3	1	2.3	14
- CC(=O)Nc1cc(-c2nc3ccccc3o2)ccc1Cl
  1	0.0	33	-4	-22	-1	-0.8	-12
- CCc1ccc(S(=O)(=O)Nc2ccc(-c3nc4cccnc4s3)cc2)s1
  -1	0.0	39	8	-152	2	-2.2	.
- COc1ccccc1CNc1nc(NCc2cnc(C)cn2)c2sccc2n1
  .	0.0	-3	-2	-8	-4	-0.1	18
- Cc1ccc(S(=O)(=O)N[C@H]2CC[C@H](CCNC(=O)CN3CCOCC3)O[C@H]2CO)cc1
  -9	0.1	-3	2	-46	1	-0.9	6
- Cc1ccc(Cn2c(C3CCCN3c3nc(-c4ccc(F)cc4)cs3)nc3cc(Cl)c(Cl)cc32)cc1 (stereo unspecified)
  -12	0.0	-9	-5	-21	.	0.2	8
- COc1ccc(S(=O)(=O)Nc2cccc3c2O[C@@H](CN(C)Cc2ccccc2)[C@H](C)CN([C@@H](C)CO)C3=O)cc1
  1	0.3	-2	2	0	2	0.5	-3
- O=S(=O)(c1ccccc1)N1CCN=C1SCc1cccc(Cl)c1
  -2	-0.7	.	.	5	-1	.	1
- COc1ccccc1S(=O)(=O)N1CC[C@H]2[C@H](CO)Nc3ccc(-c4ccccc4F)cc3[C@H]21
  -10	-0.1	3	1	10	-2	1.9	12
- O=C(CNC(c1ccccc1)c1ccccc1)Nc1ccccc1F
  0	0.4	-4	-4	-10	1	1.4	-7
- Cc1nn(-c2ccccc2)c(N)c1C1(O)C(=O)N(C(C)C)c2ccccc21 (stereo unspecified)
  0	0.4	.	.	-10	2	.	-25
- O=C(Nc1ccc(Cl)c(C(F)(F)F)c1)c1ccncc1
  -1	0.5	2	-6	0	5	0.0	-4
- O=C1C(=O)N(c2ccccn2)C(c2cccc([N+](=O)[O-])c2)/C1=C(/O)c1ccc(Br)cc1 (stereo unspecified)
  -1	-0.1	-11	-11	7	1	-0.1	-2
- Cc1cc(C)cc(N(CCC#N)C(=O)CSc2nc3ccccc3c(=O)[nH]2)c1
  -1	0.0	-5	6	-3	-5	-0.3	1
- Cc1ccc(S(=O)(=O)NN=Cc2ccco2)cc1
  .	0.2	5	-8	-24	-4	-4.8	-7
- CN(C)C(CNC(=O)CCNS(=O)(=O)c1ccccc1C(F)(F)F)c1ccccc1 (stereo unspecified)
  3	0.1	18	1	-9	0	0.1	24
- CO[C@H]1CN(C)C(=O)c2cc(NC(=O)Nc3cc(F)ccc3F)ccc2OC[C@H](C)N(C(=O)c2ccccn2)C[C@H]1C
  16	0.5	-1	-5	-12	0	-3.7	4
- Cc1c(N(C)CS(=O)(=O)O)c(=O)n(-c2ccccc2)n1C
  -1	0.1	-5	7	-6	-2	0.5	.
- Cc1cc(C)nc(NS(=O)(=O)c2ccc(NC(=S)NC(=O)C(C)(C)C)cc2)n1
  -3	.	-8	-9	.	.	.	-2
- COCCNC(=S)N1CCN(c2nc(-c3ccc(F)cc3)cs2)CC1
  1	-0.1	-1	5	-13	0	1.4	-2
- COc1ccc([C@H]2N[C@]3(CCCN(Cc4cccn4C)C3=O)[C@H]3C(=O)N(C)C(=O)[C@@H]23)cc1
  .	0.4	7	-5	-7	0	-0.4	1
- CCN1C(=O)[C@@H]2[C@@H](c3ccc(-c4ccc(Cl)c(Cl)c4)c(OC)c3)N3CCCC[C@@]3(C(=O)OC)[C@@H]2C1=O
  -4	0.0	5	-11	-40	0	0.5	.
- Cc1cccc(NC(=O)c2nc[nH]c2C(=O)Nc2cccc(C)c2)c1
  0	0.3	.	.	-5	5	1.8	3
- O=C(Cc1cccs1)N1CCN(S(=O)(=O)c2cc(Cl)ccc2Cl)CC1
  17	-0.1	.	.	-9	-1	-6.1	-7
- CSCCC(NC(=O)c1ccccc1Br)C(=O)N1CCCCCCC1 (stereo unspecified)
  .	0.2	3	-10	5	0	3.0	15
- COc1ccc(CN2C(=O)C(CC(=O)NCc3ccco3)CC(C(=O)N3CCOCC3)=C2C)cc1 (stereo unspecified)
  .	-0.1	3	2	0	.	2.1	-5
- O=C(NCCNC(=O)c1cccnc1)c1ccc(Br)cc1
  2	0.0	.	0	-3	-1	-2.5	14
- O=C(c1cccs1)N1CCN(c2nnc(-c3ccccc3)c3ccccc23)CC1
  3	0.0	.	.	-19	3	4.2	-59
- CCOC(=O)CC(=O)Nc1ccsc1C(N)=O
  -9	0.0	.	.	7	-2	1.6	-6
- O=C(Cc1cccnc1)N1CC(=O)N2[C@H](CO)[C@H](c3ccc(C#CC4CCCCC4)cc3)[C@@H]2C1
  .	0.4	.	.	4	.	-0.1	-14
- CC12CC3(C)CC(C)(C1)CC(C(=O)NCC(=O)O)(C2)C3
  -6	0.0	.	.	-19	10	1.4	-5
- CNC[C@@H]1OCCCC[C@@H](C)Oc2ccc(NC(=O)C3CCCCC3)cc2C(=O)N([C@@H](C)CO)C[C@H]1C
  3	0.0	-10	-3	-90	2	-6.3	2
- CSCCC(=O)N1CCC(n2nccc2NC(=O)CCc2ccccc2)CC1
  0	0.0	0	-7	-8	-3	0.1	11
- O=C1CN(C(=O)c2ccccc2Cl)c2ccccc2N1
  -1	0.0	-9	-8	0	1	-0.3	-12
- C/C(=N\NC(N)=O)c1cc(Cl)cc(Cl)c1O
  .	0.0	.	10	-4	2	-2.3	.
- COc1ccc(CN(C)C[C@@H]2Oc3ccc(NC(=O)Nc4cccc5ccccc45)cc3C(=O)N([C@H](C)CO)C[C@H]2C)cc1
  5	0.0	-2	45	4	-2	2.0	-15
- C[C@@H]1CN([C@H](C)CO)C(=O)c2cccc(NC(=O)Nc3ccc4c(c3)OCO4)c2O[C@@H]1CN(C)C(=O)Nc1ccc2c(c1)OCO2
  7	-0.1	-1	-3	0	3	-3.7	7
- Cc1ccc2c(c1)-n1c(nc3cc(F)ccc3c1=O)C(Cc1ccccc1)NC2=O (stereo unspecified)
  .	0.1	.	.	2	2	-3.5	-2
- COCCNC(=O)[C@H]1[C@H](CO)[C@H]2Cn3c(ccc(C4=CCCCC4)c3=O)[C@@H]1N2C(=O)C1CCC1
  -7	0.0	0	-10	-7	-1	-3.0	14
- COc1ccc(NC(=O)Nc2ccc3c(c2)C(=O)N([C@@H](C)CO)C[C@@H](C)[C@@H](CN(C)CC2CCCCC2)OCCCC[C@H](C)O3)cc1
  0	0.0	-3	4	8	-1	2.9	-4
- Cc1cccc(C)c1-n1c(C)cc(/C=N/NC(=O)c2ccncc2)c1C
  0	.	9	-7	.	.	.	11
- O=C(COC(=O)Cc1ccc(Br)cc1)NC1CC1
  -3	0.0	-6	12	-5	1	-0.6	-6
- COc1cc(/C=C\C(=O)O)cc(S(=O)(=O)N2CCCCCC2)c1OC
  14	0.0	.	0	-11	3	1.8	12
- COc1ccc(N2C(=O)CN=C2Nc2cccc(C)c2C)cc1OC
  .	.	-1	-3	-6	-2	.	.
- Cc1c(C(=O)c2ccc(N(C)C)cc2)c2ccccn2c1CCC#N
  7	0.0	3	-1	-21	5	-0.7	2
- COc1ccc(NC(=O)Nc2ccc3c(c2)C(=O)N([C@H](C)CO)C[C@H](C)[C@H](CN(C)S(=O)(=O)c2cn(C)cn2)OCCCC[C@@H](C)O3)cc1
  -3	0.0	-4	6	.	.	2.4	11

# Two compounds picked at random from the list so far, as already listed:
# Each structure is followed by: ARNT-TACC3 inh	XiGFP reactiv	esBAF inh	RAD54 branch	RAD52 anneal inh	ERAP1 HTS inh	CFTR F508del cor	GSIS activator
- COCCNC(=O)[C@H]1[C@H](CO)[C@H]2Cn3c(ccc(C4=CCCCC4)c3=O)[C@@H]1N2C(=O)C1CCC1
  -7	0.0	0	-10	-7	-1	-3.0	14
- CC12CC3(C)CC(C)(C1)CC(C(=O)NCC(=O)O)(C2)C3
  -6	0.0	.	.	-19	10	1.4	-5

# The results go on:
# Each structure is followed by: ARNT-TACC3 inh	XiGFP reactiv	esBAF inh	RAD54 branch	RAD52 anneal inh	ERAP1 HTS inh	CFTR F508del cor	GSIS activator
- CC(=O)Nc1ccc(OCC(=O)N2CCC(Cc3ccccc3)CC2)cc1
  3	-0.1	.	.	4	0	1.7	6
- CC(C)N1CCc2c(sc(NC(=O)c3ccc(S(=O)(=O)N(C)CC4CCCO4)cc3)c2C(N)=O)C1 (stereo unspecified)
  -3	0.1	.	38	-16	2	-1.1	22
- COc1ccc(CN(C)C[C@H]2OCCCC[C@H](C)Oc3ccc(N(C)C)cc3C(=O)N([C@@H](C)CO)C[C@@H]2C)cc1
  4	0.2	-3	-1	8	-1	0.7	-16
- C[C@@H]1CCCCO[C@@H](CN(C)C(=O)c2ccncc2)[C@H](C)CN([C@H](C)CO)C(=O)c2cc(N(C)C)ccc2O1
  2	0.1	-1	-2	-53	-8	0.0	27
- CCOC(=O)C1CCN(Cc2ccc(F)cc2F)CC1
  -11	.	-2	-3	-8	-6	0.3	-2
- CC(=O)Nc1ccc(NC(=O)CN(C)S(=O)(=O)c2ccc3nc(C)sc3c2)cc1
  -5	0.0	.	.	-9	-2	0.5	-2
- CCN(CC)C(=O)CSc1nnc(-c2ccc(F)cc2)n1N
  1	.	4	-8	.	.	.	5
- O=C1CCCc2c1nc(-c1ccc(F)cc1)n2O
  -15	0.3	.	.	-15	3	-1.0	1
- CCC(=O)N1[C@H](CO)[C@@H]2c3ccccc3N(S(=O)(=O)c3ccc(F)cc3)C[C@@H]21
  0	0.1	7	2	-7	-1	0.1	8
- CN(Cc1ccccc1)S(=O)(=O)c1ccc(Cl)c(C(=O)NCCCN2CCCC2=O)c1
  -9	0.0	-3	9	-3	-1	-1.1	-13
